NPR1 activator: GC-A (human) enzyme activation; actives 0.14% (n = 370,000); activation, % at 10 µM; HEK293 GC-A cells, cGMP TR-FRET, EC30 ANP; 0% at EC30 ANP, 100% saturating ANP; AID 1671463; in the data active means activation above about 40%
rCAG binder: molecules binding r(CAG) RNA repeats | r(CAG) RNA repeat, TO-PRO-1 dye displacement fluorescence | actives 1.3% (n = 370,000) | inhibition, % at 3 µM;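 active means inhibition above the plate cutoff, the mean of all test compounds on that plate plus 3 SD, cut at about 35% in these data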;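 further: 0% = DMSO alone and 100% = 100 µM mitoxantrone as full dye displacement; higher means more dye released from RNA so lower well fluorescence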
NPR2 activator: GC-B (human) receptor activation; actives 0.11% (n = 370,000); HEK293-GC-B cells, CNP EC30, cGMP TR-FRET; 0% at EC30 CNP, 100% saturating CNP; P20594; activation, % at 10 µM;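 active means activation at 10 µM reaching about 35% in either raw or pattern-adjusted values, limit read from the data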
TCR-CD3 inh: human TCR-CD3 binding inhibition; inhibition, % at 9.4 µM; actives 0.37% (n = 360,000); TAMRA-labeled TCR probe fluorescence, biochemical; in the data active means inhibition above about 19%;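 further: recombinant mutant TCR 2C K166C tagged with TAMRA read by polarization; 0% = receptor in buffer alone and 100% = receptor with positive control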
PRMT1 inh: inhibitors of human PRMT1; Q99873; recombinant PRMT1, activity-based probe fluorescence polarization; AID 652257; inhibition, % at 2.79 µM; actives 1.3% (n = 370,000);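 active means inhibition above about 21% made by adding two undisclosed values, limit read from the data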
Target sequence (Q99873 whole entry, looked up): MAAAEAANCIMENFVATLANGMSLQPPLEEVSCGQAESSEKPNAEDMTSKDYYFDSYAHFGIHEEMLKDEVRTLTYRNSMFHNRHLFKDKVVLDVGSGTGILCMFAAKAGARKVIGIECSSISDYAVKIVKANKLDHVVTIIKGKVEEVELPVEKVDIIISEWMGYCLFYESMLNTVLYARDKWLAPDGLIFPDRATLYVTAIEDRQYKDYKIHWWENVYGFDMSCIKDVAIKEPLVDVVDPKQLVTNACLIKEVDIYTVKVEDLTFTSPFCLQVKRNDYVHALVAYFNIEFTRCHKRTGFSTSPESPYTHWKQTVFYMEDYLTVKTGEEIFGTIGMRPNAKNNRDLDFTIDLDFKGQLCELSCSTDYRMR
SIAE primary: human SIAE inhibition, primary screen. Q9HAT2. SIAE FP-Rh probe binding, fluorescence polarization. inhibition, % at 9.66 µM. actives 0.69% (n = 370,000). AID 1053197;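 active means inhibition above a cutoff: mean of compounds within the control limits plus 3 SD of those, cut at about 17% in these data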;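 further: 0% = plate median of compound wells and 100% = probe without SIAE protein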
UHRF1 MBD2 ctr: UHRF1 methyl-DNA binding inhibition; UHRF1 binding to methylated oligo, TR-FRET; AID 687016; inhibition, % at 4.4 µM; Q96T88; actives 0.75% (n = 370,000); in the data active means inhibition above about 21%;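 further: UHRF1 SRA domain binding a hemimethylated CpG hairpin DNA probe; 0% = median of test compound wells and 100% = reference inhibitor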
MBD2 DNA inh: MBD2-methylated oligo binding inhibition. Q9UBB5. TR-FRET, MBD2 binding to methylated oligonucleotide. inhibition, % at 4.4 µM. actives 0.31% (n = 370,000); in the data active means inhibition above about 13%
HTRA1 inhibitor: HTRA1 (human) protease inhibition. recombinant HTRA1, FP-rhodamine activity-based probe, fluorescence polarization. inhibition, % at 5.96 µM. actives 0.5% (n = 340,000). AID 504803; in the data active means inhibition above about 36%;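 further: 0% = enzyme with DMSO and 100% = wells lacking enzyme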
ABHD4 inh: ABHD4 (mouse) inhibition, primary FP screen; actives 0.54% (n = 370,000); AID 720543; Q8VD66; inhibition, % at 8.92 µM; purified mABHD4, FP-Rh probe fluorescence polarization;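 active means inhibition exceeding the mean over every tested compound plus 3 SD, cut at about 30% in these data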;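 further: 0% = plate median of compound wells and 100% = S159A mutant with DMSO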
Target sequence (Q8VD66 whole entry, looked up): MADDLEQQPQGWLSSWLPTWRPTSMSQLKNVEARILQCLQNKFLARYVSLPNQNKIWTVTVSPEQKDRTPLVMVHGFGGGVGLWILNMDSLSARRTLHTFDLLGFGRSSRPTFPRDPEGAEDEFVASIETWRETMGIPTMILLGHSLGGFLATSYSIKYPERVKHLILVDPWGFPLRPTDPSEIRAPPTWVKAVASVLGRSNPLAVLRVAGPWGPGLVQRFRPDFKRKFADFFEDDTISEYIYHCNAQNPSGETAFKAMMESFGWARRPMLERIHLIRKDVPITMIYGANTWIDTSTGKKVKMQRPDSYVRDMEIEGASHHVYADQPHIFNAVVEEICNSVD
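Material: mouse ABHD4 enzyme, wild type; Benchmarks: S159A mutant high control, sample median low control; Buffer or medium: HEPES pH 7.0, NaCl, Pluronic buffer; Signal: fluorescence polarization; Read-out: percent inhibition of probe binding, normalized to plate controls; Timing: pre-incubation 45 min, probe exposure 60 min, at 25 °C; Dosing: 8.92 µM, single dose.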
The depositor's hits bear a star; · = no result given.

Compound	NPR1 activator	NPR2 activator	SIAE primary	HTRA1 inhibitor	ABHD4 inh	TCR-CD3 inh	MBD2 DNA inh	UHRF1 MBD2 ctr	PRMT1 inh	rCAG binder
CCOC(=O)CCCCCC(=O)Nc1ccc2c(c1)C(=O)N([C@@H](C)CO)C[C@@H](C)[C@H](CN(C)S(=O)(=O)c1cccs1)OCCCC[C@H](C)O2	4	-1	-2	-2	1	-5	1	2	4	5
C#CCOC(=O)C(NC(=O)c1ccccc1)=C1CCCCC1	1	-1	0	-1	-1	-2	0	7	1	7
CC12CCC(C(=O)N3CCc4ccccc43)(CC1=O)C2(C)C (stereo unspecified)	0	2	-5	-1	4	0	3	3	2	-3
COc1ccccc1CNC(=S)NC1CCCC1	5	3	-6	7	8	-1	-1	0	0	1
Cc1ccc(Cn2c(SCC(C)C)nc3c2c(=O)[nH]c(=O)n3C)cc1	18	20	3	-2	6	-11	-2	6	2	-4
CN1C(=S)SC(/[N+]([O-])=C/c2cccnc2)C1(C)C (stereo unspecified)	0	0	0	2	6	0	-1	1	-1	1
CC(=O)c1ccc(N2CCN(C(=O)CN3C(=O)NC4(CCCCC4)C3=O)CC2)c(F)c1	-2	3	6	5	0	-2	-4	2	1	-2
Cc1cccc(OCCCC(=O)Nc2ccc(S(=O)(=O)N3CCCC3)cc2)c1	-1	0	-8	-23	-6	5	2	-1	0	1
COc1ccccc1-n1cnnc1SCC(=O)NC1CCCCC1	-2	-1	3	-1	-5	-10	5	6	4	2
COc1ccc(OC)c2[nH]c(=O)c(CCNC(=O)c3ccc4c(c3)OCO4)cc12	-1	-6	4	-4	1	6	0	-5	0	-3
Cc1cc(-c2onc(C)c2C(=O)N/N=C/c2ccccc2)no1	-3	4	-2	2	-4	5	-4	-3	-5	1
Cc1cccc(NC(=O)C2CCN(C(=O)NCc3ccccc3)CC2)c1C	-2	-1	2	1	-3	-1	-5	-1	1	-1
Cc1ccc(Cl)cc1N1CCN(C(=O)C2CCN(S(=O)(=O)c3cccnc3)CC2)CC1	-7	0	6	-10	-4	0	6	2	-1	-5
CC(=O)Nc1ccc2c(c1)Cc1ccc(Cl)cc1-2	-8	-4	-8	-19	6	2	2	-2	-1	5
CCN(CC)CCCN(Cc1cc2cc3c(cc2[nH]c1=O)OCO3)C(=S)NC	4	1	4	7	4	7	7	-1	-4	-2
CCOC(=O)CN1C(=O)S/C(=C/c2ccc(OCc3ccc(C(=O)O)cc3)cc2)C1=O	0	-8	-2	-4	-21	2	-3	-1	-2	5
Cc1cc(C)c(OCC(=O)OCC(=O)NCCC2=CCCCC2)c(C)c1	-1	2	-4	-5	4	4	5	1	6	-10
CC(C)CC(NC(=O)C(NC(=O)OC(C)(C)C)C(C)C)C(=O)NC(CCC(=O)OCc1ccccc1)C(N)=O (stereo unspecified)	3	-8	-1	-1	8	-3	3	6	0	-9
Cc1cccc(C)c1NC(=O)CNC(=O)CNC(=O)c1ccc2ccccc2c1	6	2	-6	6	-3	-6	3	-2	12	2
C[C@H](NC(=O)c1ccccc1)C(=O)N1CCN(Cc2ccc3c(c2)OCO3)CC1	1	2	1	-1	1	-5	-5	1	3	0
O=C(Nc1ccccc1C(=O)N1CCCCCC1)c1ccc(Cl)cc1	-9	-2	3	-3	-6	5	6	-2	-3	-9
Cc1ccc(NS(=O)(=O)c2cc([N+](=O)[O-])ccc2NNC(=S)Nc2cc(C)ccc2C)c(C)c1	1	9	31*	36	-28	3	-5	0	5	50*
CCN(CC)c1ccc(C2C(C(=O)OC)=C(C)NC(C)=C2C(=O)OC)cc1	-26	-19	0	3	3	5	1	2	2	-4
COc1ccccc1Nc1nc(N)nc(CSC(=S)N2CCOCC2)n1	1	1	-4	-1	-1	1	3	-1	-2	-2
CCN1CCN(c2cc(C)c3cc(NC(=S)N4CCN(c5ccc(F)cc5)CC4)ccc3n2)CC1	7	3	6	5	5	-3	-1	0	1	5
CC12COC3(C(=O)Nc4ccc([N+](=O)[O-])cc4)CC1CCC32C (stereo unspecified)	0	6	-8	-15	-2	-8	4	4	3	-4
c1ccc(N2CCN(c3ccc4nncn4n3)CC2)nc1	0	-1	-7	5	-4	-2	3	0	-1	1
COC(=O)c1sccc1Oc1c(Cl)cccc1[N+](=O)[O-]	-3	-5	3	·	1	2	3	-4	-1	-1
CCc1nc(SCC(=O)N2CCOCC2)c2c(=O)n(C)c(=O)n(C)c2n1	7	2	-1	3	3	-3	6	1	1	-2
COc1cc(C(=O)NNC(=O)Cc2cccs2)cc(OC)c1OC	1	5	7	-3	4	1	-6	-1	3	2
COc1ccc(OC)c(NC(=O)CCN2C(=O)c3cccc([N+](=O)[O-])c3C2=O)c1	-2	9	4	4	2	-4	-3	2	0	7
O=C1NN=COc2ccccc21	3	5	-4	6	-3	21*	1	2	-1	3
CC1(C(=O)Nc2ccc3c(c2)OCCO3)CCN1C(=O)c1ccco1 (stereo unspecified)	0	0	0	·	5	9	1	1	0	1
CC(C)CCOc1ccc(C(=O)N2CCCC2C(=O)O)cc1 (stereo unspecified)	3	-3	-7	-5	2	-5	1	-5	1	-1
CCOc1ccc(CN2CCN(CC(O)Cn3c4ccccc4c4ccccc43)CC2)cc1 (stereo unspecified)	5	5	4	1	4	9	-6	-4	-1	-2
COCC1CN(CCc2ccc(F)cc2)S(=O)(=O)c2c(OCCN3C(=O)[C@@H]4[C@H](C3=O)[C@@H]3C=C[C@H]4C3)cccc2O1 (stereo partly specified)	-7	4	1	·	0	-6	4	13	0	3
COc1cccc(CNC(=O)CN(C)S(=O)(=O)c2ccc3c(c2)n(C)c(=O)c(=O)n3C)c1	0	3	-2	-7	0	5	0	0	-1	1
O=C(OC(C(=O)NCc1ccco1)c1ccc(Cl)cc1)c1cccs1 (stereo unspecified)	-19	-8	1	-17	-4	8	-1	0	-2	-3
O=C(CCC(=O)N(Cc1ccco1)C(C(=O)NC1CCCC1)c1ccncc1)Nc1cccnc1 (stereo unspecified)	-6	1	-12	0	3	2	1	0	0	-5
Cc1ccc(S(=O)(=O)NCCN2CCOCC2)c(C)c1	1	3	1	1	1	-4	2	2	2	2
Cc1ccc(S(=O)(=O)N2C[C@@H](C)[C@]3(C2)[C@H](O)[C@H](OC(=O)NC2CCCC2)C[C@H]2C(=O)N(c4ccccc4)C(=O)[C@H]23)cc1	2	2	-13	-20	-2	0	3	1	3	7
O=C(CSc1ccc(-c2cccc([N+](=O)[O-])c2)nn1)N1CCCCC1	1	2	4	2	-5	-4	1	7	-1	0
CCCCCSc1nc(N2CCOCC2)c2c(c1C#N)CC(C)(C)OC2	44*	47*	-4	-7	-3	-6	4	-1	0	-4
CCOC(=O)c1nnn(-c2nonc2-n2cccc2)c1CN1CCC(C)CC1	-5	-7	4	-16	-12	-1	-3	-2	-3	-1
COc1ccc(C)cc1-n1nnnc1SCC1CCCCO1 (stereo unspecified)	3	-1	-1	-5	3	1	5	-1	-1	-6
O=C(NC(CSC(=O)c1ccccc1)C(=O)O)OCc1ccccc1 (stereo unspecified)	-1	5	-1	1	3	3	-2	2	3	10
Cc1ccc(-n2nc3c(=O)n(CCCC(=O)NCc4ccc(C)o4)nc(C)c3c2C)cc1	-3	-5	-2	-4	1	0	-5	-1	1	-6
CC1=C(C)N(C)[C@H](c2ccccc2Br)[C@H](O)C1=O	0	0	1	8	5	3	-3	-1	-2	1
CCCN1CCN(C(=O)Cn2nc(C)n3c(cc4sccc43)c2=O)CC1	0	-1	-4	-6	4	0	2	-2	-3	-2
Cc1cc(C)cc(NC(=O)CN2CCC(NC(=O)Cc3ccccc3)CC2)c1	6	0	5	2	2	-7	3	2	-4	-9
Cc1ccc(OCC(=O)Nc2ccc3c(c2)nc(CCN2CCCC2)n3C)cc1	-8	3	2	-3	-2	-1	-2	1	3	4
COc1ccccc1CNC(=O)CCNS(=O)(=O)c1ccc2c(c1)oc(=O)n2C	1	1	-15	3	-1	2	-4	-3	0	3
O=C(O)c1ccccc1OC(=O)C12CC3CC(CC(C3)C1)C2	0	5	-4	0	-1	-4	-2	4	-3	2
N#C/C(=C\c1ccc(-c2ccccc2)cc1)c1nc(-c2ccco2)cs1	-1	-2	-12	-9	6	0	0	4	3	13
O=C(N/N=C/c1ccc[nH]1)c1cc(-c2ccc(Cl)cc2)nc2ccccc12	-10	-5	-2	-6	-23	10	-1	-2	2	10
Nc1c(-c2ccccc2)c(CSc2nc3ccccc3[nH]2)nn1-c1ccc(Cl)cc1	3	7	-15	-42	-20	-12	1	2	1	9
O=C(NCCCN1CCOCC1)c1c(-c2ccccc2)oc2c1C(OCCCCCO)CCC2 (stereo unspecified)	-3	3	3	·	3	5	1	1	4	0
CCOCCCn1c(=S)[nH]c2cc(C(=O)N3CCN(c4ccccc4)CC3)ccc2c1=O	0	-1	2	-4	-3	-8	5	5	3	0
Cc1ccc(-n2nnc3c(=O)n(Cc4ccccn4)cnc32)cc1C	0	2	-1	-1	0	-3	0	-5	7	0
CCCCN(C)C(=O)CSc1nc(NCc2ccc(OC)cc2)c2ccccc2n1	16	18	3	-11	-6	2	-1	1	-3	-7

(continued)
Compound	NPR1 activator	NPR2 activator	SIAE primary	HTRA1 inhibitor	ABHD4 inh	TCR-CD3 inh	MBD2 DNA inh	UHRF1 MBD2 ctr	PRMT1 inh	rCAG binder
O=C(CSc1nnc(CNC(=O)c2ccco2)o1)Nc1ccc(F)cc1F	3	0	7	3	6	-6	4	0	3	1
CC1(C)CC(=O)C2=C(C1)N(c1ccccc1C#N)C(N)=C(C#N)C2c1cccs1 (stereo unspecified)	1	9	6	-18	-6	4	-4	-2	1	3
Cc1c(NC(=O)c2cc3nc(-c4ccc(Br)cc4)cc(C(F)(F)F)n3n2)c(=O)n(-c2ccccc2)n1C	18	4	-3	11	1	6	2	0	1	0
Cc1ccc(C)c(OCc2ccc(C(=O)Nc3ccc([N+](=O)[O-])cn3)o2)c1	4	4	5	-1	-1	5	5	1	-1	7
CC(=O)Nc1cc2c(c([N+](=O)[O-])c1C)C(C)(C)CC2(C)C	1	1	1	-8	-5	-3	-2	0	3	1
CC1(C)C(=O)Nc2ccccc2N1C(=O)COC(=O)Cc1ccc(Cl)c(Cl)c1	1	-1	-5	-12	-7	-10	2	-1	5	4
CC(Cc1ccsc1)NC(=O)CCc1nnc(COc2ccccc2)o1 (stereo unspecified)	-2	-1	2	4	6	2	-3	4	-5	-6
CCN1C(=O)CCCc2ccccc21	4	5	-11	0	1	-2	3	0	3	-2
O=C(CSc1ccc2nnc(-c3ccccc3)n2n1)NCc1ccc2c(c1)OCO2	-13	-4	7	8	-4	12	0	-1	-1	1
CSc1ccc(Cn2c(C)c(C(=O)NCc3ccc(Cl)c(Cl)c3)sc2=O)cc1	-8	-3	-31	·	-29	8	1	-1	0	7
CCN1CN=C(NS(=O)(=O)c2ccc(C)cc2)NC1	-3	5	-8	-3	3	4	4	-3	1	2

Source: PubChem BioAssay

Only part of the results is shown; count on the stated rates, not on these rows.
